High-throughput results from PubChem BioAssay.
IL-2 act: activates IL-2 in a cell-based reporter assay; activation, % (series mostly up to about 46 µM); 360,000 tested, 0.065% active; IL-2 activation reporter assay, cell-based qHTS; stimulated with anti-CD3/CD4/CD28 beads; in transgenic mouse T cells; AID 652025; in the data active = activation above about 50%; inconclusive = mostly about 30% to 49%; note: 0% is about no effect
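Unstimulated transgenic mouse T cells preincubated 60 min with compound, then stimulated with anti-CD3/anti-CD4-coated beads plus anti-CD28 for 18 h at 37 degrees C. IL-2 response read as EGFP and DsRed fluorescence by plate cytometry.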
EPAC1 antag: antagonists of human EPAC1 | EPAC1 GEF assay, Rap1b-BODIPY-GDP exchange fluorescence | Potency, µM (titrated, usually from 115 µM), for inactives: at the highest dose activity change, negative = inhibition, usual class: inhibitors | 360,000 tested, 0.14% active | AID 720709;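 note: potency is the fitted concentration of half-maximal effect; plate controls were vehicle for no effect and positive control for full effect; nearly all actives have a fitted effect of over 50% in size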
PLK1 PBD inh: blocks phosphopeptide binding to human PLK1 polo-box domain | P53350 | Plk1 PBD binding of FITC phosphopeptide, fluorescence polarization | Potency, µM, for the others: max response, negative = inhibition, usual class: inhibitors | 360,000 tested, 2.8% active | AID 720504; note: potency is the fitted concentration of half-maximal effect; series mostly up to about 57 µM; % is set by controls: 0 for no effect and ±100 for the full control effect; nearly all actives have a fitted effect of over 65% in size
EPAC1 ag: agonists of human EPAC1; Potency, µM (top dose mostly 154 µM), for the others: at the top dose activation, most hits filed as activators; 360,000 tested, 0.073% active; AID 720707; EPAC1 agonist qHTS, biochemical assay; response scale: 100% = response to 6.5 mM cAMP; O95398; note: potency is the fitted concentration of half-maximal effect; nearly all actives have a fitted effect of over 60% in size
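Multi-concentration qHTS readout: loss of Rap1B-bound BODIPY-GDP fluorescence driven by 100 nM EPAC1 with excess GDP (50 uM), monitored kinetically at room temperature; agonist response expressed relative to 6.5 mM cAMP.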
GLP1R cytotox: cytotoxicity counter-screen for GLP-1 receptor inverse agonists; AID 624418; HEK293 cAMP-luciferase reporter cells, luminescence, 24 h; Potency, µM (highest dose often 38.3 µM), inactives show at the highest dose activity change, negative = inhibition, most hits filed as inhibitors; 410,000 tested, 0.13% active;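 note: loss of luciferase light is scored as toxicity; potency is the fitted concentration of half-maximal effect; % is set by controls: 0 for no effect and ±100 for the full control effect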
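Luminescence readout: signal drop marks cytotoxicity. Plated cells grew 12 h at 37 °C, 5% CO2, received 23 nL compound for 24 h, then got luciferase reagent, read after 12 min at RT.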
GLP1R ag: agonists of human GLP-1 receptor. P43220. HEK293 GLP-1R CRE-luciferase, luminescence, 4-6 h; cells express a hypersensitive GLP-1R form. Potency, µM (series often up to 45.6 µM), for the others: at the highest dose activation, actives largely listed as activators. AID 624172. 380,000 tested, 0.007% active; note: potency is the fitted concentration of half-maximal effect; % of control where 0% means no effect
Target sequence (P43220 whole entry, looked up): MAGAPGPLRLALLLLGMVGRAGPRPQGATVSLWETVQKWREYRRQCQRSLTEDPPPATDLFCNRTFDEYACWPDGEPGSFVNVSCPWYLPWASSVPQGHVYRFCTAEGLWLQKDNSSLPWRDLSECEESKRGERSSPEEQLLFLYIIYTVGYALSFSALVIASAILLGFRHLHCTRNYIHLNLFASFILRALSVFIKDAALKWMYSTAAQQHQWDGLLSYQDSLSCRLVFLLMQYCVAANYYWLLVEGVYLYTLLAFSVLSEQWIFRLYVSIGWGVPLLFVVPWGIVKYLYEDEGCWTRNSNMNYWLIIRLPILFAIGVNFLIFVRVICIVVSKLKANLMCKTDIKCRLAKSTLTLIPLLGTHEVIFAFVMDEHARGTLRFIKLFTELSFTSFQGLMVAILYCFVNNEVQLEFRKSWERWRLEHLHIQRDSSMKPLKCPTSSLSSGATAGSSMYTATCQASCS
PI5P4Ka inh: inhibitors of human PI5P4K alpha. PI5P4Kalpha enzyme, ADP-Glo luminescence, 60 min; hits give low values. max response, %. 330,000 tested, 1.2% active. AID 652105; active = max response of -50% or lower; inconclusive = between -30% and -50%; inactive = -30% or higher; note: value at the top dose of about 77 µM; % is set by controls: 0 for no effect and ±100 for the full control effect
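qHTS, 1536-well: enzyme/substrate mix, compound by pin tool, 5 microM ATP final; RT 60 min; ADP-Glo reagents 1 (45 min) then 2 (30 min); luminescence.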
PTHR1 agonist: PTHR1 (human) receptor agonism. Potency, µM (top dose mostly 115 µM), for the others: top-dose activation, most hits filed as activators. Q03431. 410,000 tested, 0.075% active. HEK293 GP2 PTHR1 cells, GloSensor cAMP luminescence, 1 h; note: potency is the fitted concentration of half-maximal effect; nearly all actives have a fitted effect of over 55% in size; some results filed as inactive show a strong effect at the top dose; inactives centre near -15; many of its hits are not listed in these tables
Target sequence (Q03431 whole entry, looked up): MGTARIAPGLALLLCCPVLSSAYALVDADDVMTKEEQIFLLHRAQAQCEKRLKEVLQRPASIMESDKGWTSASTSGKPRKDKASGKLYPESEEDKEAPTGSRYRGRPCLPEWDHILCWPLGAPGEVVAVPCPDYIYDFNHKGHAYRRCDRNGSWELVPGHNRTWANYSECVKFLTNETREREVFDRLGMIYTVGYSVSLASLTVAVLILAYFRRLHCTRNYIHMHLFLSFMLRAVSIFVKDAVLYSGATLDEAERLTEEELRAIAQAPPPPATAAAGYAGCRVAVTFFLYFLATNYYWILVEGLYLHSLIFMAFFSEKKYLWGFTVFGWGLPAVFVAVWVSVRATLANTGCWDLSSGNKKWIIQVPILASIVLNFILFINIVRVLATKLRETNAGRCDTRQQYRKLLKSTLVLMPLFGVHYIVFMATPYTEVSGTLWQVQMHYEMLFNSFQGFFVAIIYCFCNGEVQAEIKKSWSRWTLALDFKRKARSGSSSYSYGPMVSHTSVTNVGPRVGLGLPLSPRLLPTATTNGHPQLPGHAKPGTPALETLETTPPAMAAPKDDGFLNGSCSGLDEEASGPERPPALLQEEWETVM
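HEK-293-derived GP2 cells expressing PTHR1 and a GloSensor cAMP reporter, 3,000/well, plated overnight, given luciferin plus IBMX (each 0.5 mM as added) for 1 h at 37 °C, then compound for 1 h at 37 °C. Luminescence was read after 15 min at room temperature.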
GLP1R inv ag: inverse agonists of human GLP-1 receptor; P43220; HEK293 GLP-1R CRE-luciferase, luminescence, 24 h; GLP-1R form is constitutively active; Potency, µM (titrated, usually from 38.3 µM), inactives show at the highest dose activity change, negative = inhibition, hits mostly inhibitors; 410,000 tested, 1.6% active; note: potency is the fitted concentration of half-maximal effect; % is set by controls: 0 for no effect and ±100 for the full control effect; nearly all actives have a fitted effect of over 55% in size
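Inverse agonists were sought by their lowering of basal cAMP reporter luciferase output in HEK293 cells stably carrying constitutively active human GLP-1R, after 24 h compound treatment.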
The depositor's hits bear a star; i = inactive; ? = inconclusive; . = no result given; [ ] = another dose, or the depositor's remark. Unless noted, calls come from the whole dose curve; as a rule, active = well fitted curve in the direction sought with a large enough effect; inconclusive = small, poorly fitted or top-dose-only effect, or another doubt; inactive = no such curve, though single readings can be large; an effect the other way counts as inactive or inconclusive.

Every second line gives: PI5P4Ka inh	EPAC1 antag	GLP1R ag	GLP1R inv ag	EPAC1 ag	GLP1R cytotox	IL-2 act	PLK1 PBD inh	PTHR1 agonist
> CCOc1ccc(C(C)=O)cc1N1C(=O)C2C3C=CC(C3=C(C)C)C2C1=O (stereo not drawn)
  10	-9%	-1%	2%	1%	4%	1.8	-5%	i
> Cc1cc(C)c(S(=O)(=O)N2CCCC(C(=O)NCc3ccccn3)C2)c(C)c1 (stereo not drawn)
  -2	-9%	4%	8%	9%	7%	-0.4	5%	i
> CC(C)Oc1ccc(CC(=O)NNC(=S)Nc2ccc(Br)cc2)cc1
  -16	-25%	0%	?	-11%	-1%	14	13µM*	-34%[inhibitor]
> Cc1ccccc1C(=O)c1c[nH]c(C(=O)NCC2CCCO2)c1 (stereo not drawn)
  0	-16%	3%	25%	9%	0%	-1.5	3%	i
> Cc1ccc(-n2c(C)nn(CCOc3ccccc3)c2=O)cc1
  2	-17%	4%	-3%	-2%	11%	-0.1	-2%	-9%
> Cc1cc(Cl)ccc1OCCCC(=O)NCCN1C(=O)S/C(=C\c2cccnc2)C1=O
  -9	0%	3%	?	-9%	-10%	-0.5	-10%	-25%
> COc1ccc(C2/C=C\CN(Cc3ccco3)CC(=O)N2Cc2ccc(F)cc2)cc1 (stereo not drawn)
  -1	-10%	-2%	-13%	4%	-9%	-0.4	-8%	i
> COc1ccc(NC(=S)NC(NC(=O)c2cccc(Cl)c2)C(Cl)(Cl)Cl)c([N+](=O)[O-])c1 (stereo not drawn)
  .	0%	-3%	?	25%	-25%	-1.0	-5%	-9%[57.5 µM]
> CN(C)CC#Cc1cccc(-c2nc(C(=O)O)cc3c2[C@@H](CCO)N(S(=O)C(C)(C)C)C3)c1 (stereo partly drawn)
  -15	-6%	2%	24%	-3%	-4%	-0.3	-12%	-18%
> N/C(=N\OC(=O)CSc1ccccc1)c1ccc([N+](=O)[O-])cc1
  6	-6%	1%	3%	3%	14%	0.0	27µM*	i

(next part)
Every second line gives: PI5P4Ka inh	EPAC1 antag	GLP1R ag	GLP1R inv ag	EPAC1 ag	GLP1R cytotox	IL-2 act	PLK1 PBD inh	PTHR1 agonist
> N#CCSc1nnc(-c2ccccc2)c(-c2ccccc2)n1
  -1	-10%	1%	?	15%	-3%	-0.5	-15%	-7%[57.5 µM]
> COc1ccccc1CN(C)C(=O)c1ccc2c(c1)NC(=O)CS2
  0	11%	-6%	-21%	5%	-21%	0.1	-4%	-13%
> CCOC1=C/C(=C/c2c(N)n3nc(CC(=O)N4CCCCC4)sc3nc2=O)C=CC1=O
  -66*	-29%	-2%	20%	13%	334%[activator]	9.4	?	i
> Cc1cc(NC(=O)c2cccc(F)c2)ncc1NC(=O)c1ccco1
  -6	13%	-6%	-25%	-9%	-15%	-2.0	-1%	-10%[57.5 µM]
> O=C(NCc1cccs1)C1CCC(CNS(=O)(=O)c2cccs2)CC1 (stereo not drawn)
  -6	-3%	-5%	-26%	-2%	-10%	-1.4	-3%	-4%
> COc1cc(C2C(C#N)=C(N)Oc3cc(C)n(CCN4CCOCC4)c(=O)c32)cc(OC)c1OC (stereo not drawn)
  -4	3%	-8%	9%	-4%	-8%	2.0	2%	-6%[57.5 µM]
> COCCN1CCN(C(=O)C2CCC(=O)N(Cc3ccccc3OC)C2)CC1 (stereo not drawn)
  0	0%	7%	21%	5%	-5%	2.9	-6%	-22%
> O=S(=O)(Nc1ccccc1)c1cccc2nsnc12
  ?	-10%	6%	17%	3%	-10%	-2.4	-1%	-16%
> O=C(O)CC1c2ccccc2CCN1S(=O)(=O)c1ccccc1 (stereo not drawn)
  -2	-14%	-2%	13%	2%	-4%	1.9	-2%	-12%
> CCOC(=O)c1[nH]c(C)c(C(=O)OCC(=O)N2CCc3ccccc32)c1C
  .	-4%	4%	-7%	5%	-4%	-1.4	-3%	i

More structures follow.
Every second line gives: PI5P4Ka inh	EPAC1 antag	GLP1R ag	GLP1R inv ag	EPAC1 ag	GLP1R cytotox	IL-2 act	PLK1 PBD inh	PTHR1 agonist
> COC(=O)CC1=C(C(=O)OC)C(c2cccs2)C(C#N)=C(N)O1 (stereo not drawn)
  3	8%	-6%	7%	5%	-14%	-0.7	-18%	i
> Oc1ccc(NC(=S)Nc2ccc(O)cc2)cc1
  -5	3%	6%	4%	-7%	2%	-0.8	-14%	-16%
> CN1CCN(CCP(=O)(c2ccccc2)c2ccccc2)CC1
  2	-15%	-7%	4%	0%	-7%	2.2	-10%	-27%
> C[C@@H]1COC(=O)[C@@H](Cc2ccc(F)cc2)C/C=C\C[C@H](CC(=O)N(CCO)Cc2ccccc2)C(=O)N1
  1	-6%	-3%	-9%	-19%	2%	-1.0	-5%	i
> CS(=O)(=O)N(CC(=O)N1CCOCC1)c1cc(Cl)ccc1Cl
  0	-9%	-1%	-5%	0%	2%	0.6	-11%	?
> c1coc(-c2nn3c(-c4ccco4)nnc3s2)c1
  -62*	-7%	4%	30%	0%	13%	0.0	-17%	-23%
> COc1ccccc1OCCCC(=O)Nc1ccc([N+](=O)[O-])cc1Br
  3	-3%	13%	-17%	8%	2%	-0.2	-5%	-38%[inhibitor]
> Nc1cc2nn(-c3ccccc3)nc2cc1Cl
  ?	-7%	-3%	-5%	4%	-10%	5.8	-18%	-9%
> CC(C)(C)c1ccc(OCCC(=O)NCCc2ccc(S(N)(=O)=O)cc2)cc1
  -6	-4%	4%	?	-5%	-4%	-2.2	-13%	-34%[inhibitor]
> CN1CCN(c2nnc(-c3ccccc3)c(-c3ccccc3)n2)CC1
  0	13%	12%	?	-2%	3%	0.5	-5%	-14%

Other records
Every second line gives: PI5P4Ka inh	EPAC1 antag	GLP1R ag	GLP1R inv ag	EPAC1 ag	GLP1R cytotox	IL-2 act	PLK1 PBD inh	PTHR1 agonist
> CCOC(=O)c1ccc(NC(=O)CNC(=O)C23CC4CC(CC(C4)C2)C3)cc1
  .	-16%	8%	0%	-6%	10%	0.9	-2%	?
> COc1cccc(N2CCN(C(=O)NC3CCCCC3)CC2)c1
  -2	2%	6%	1%	7%	-7%	-0.2	1%	-3%[57.5 µM]
> Cc1cc(OC(C)C(=O)NCCCn2ccnc2)c2c(C)cc(=O)oc2c1 (stereo not drawn)
  5	9%	-3%	10%	3%	8%	-1.9	-28%	-19%
> CCOC(=O)COc1c(OC)cc(Cl)cc1C1Nc2ccccc2C(=O)N1c1ccc(F)cc1 (stereo not drawn)
  .	5%	-4%	-52%	12%	-17%	-1.4	-2%	-12%
> O=C1Cn2c(nc3ccccc32)N1c1ccccc1F
  .	16%	14%	19%	1%	-15%	-1.8	-4%	i
> COc1ccc(S(=O)(=O)N2CCC(C(=O)Nc3ccc(OC)c(OC)c3)CC2)cc1C
  -4	-1%	3%	0%	-7%	5%	-3.3	-2%	-4%
> CCn1cc(-c2cc(C(F)(F)F)n3nc(C(=O)O)cc3n2)c(C)n1
  -8	-1%	-18%	1%	3%	10%	1.1	-2%	i
> Cc1cccc(NC(=O)CN(C)C(=O)Cc2ccc(-c3ccccc3)cc2)c1C
  -1	2%	-1%	-15%	2%	6%	-0.4	6%	i
> COc1cc(NC(=O)c2cc(S(=O)(=O)N3CCCCC3)ccc2N2CCOCC2)cc(OC)c1OC
  -2	-7%	7%	7%	-7%	-24%	0.2	-1%	-14%
> O=C(CSc1nc2[nH]ncc2c(=O)[nH]1)Nc1ccccc1C(F)(F)F
  8	14%	-3%	7%	7%	-8%	1.4	-2%	-13%

Further records.
Every second line gives: PI5P4Ka inh	EPAC1 antag	GLP1R ag	GLP1R inv ag	EPAC1 ag	GLP1R cytotox	IL-2 act	PLK1 PBD inh	PTHR1 agonist
> CN(CC(=O)NC1CCN(Cc2ccccc2)CC1)S(=O)(=O)c1ccc(Br)s1
  5	1%	8%	-23%	12%	-5%	-2.8	-3%	-10%
> C/C=C(\C)C(=O)NCCN1C2=NC[C@H](C(C)C)N2C[C@@H]1Cc1ccc(OC)cc1
  0	15%	-4%	19%	-3%	10%	-0.5	-3%	-14%
> CCN(CC)CCCSc1nc2ccccc2s1
  ?	-5%	0%	?	3%	1%	0.2	?	i
> O=C(c1ccco1)N1CCN(C(=S)Nc2cccc([N+](=O)[O-])c2)CC1
  3	-1%	0%	-14%	0%	-19%	0.1	-10%	-7%
> Cc1ccc(CS(=O)(=O)CCC(=O)NCCN2CCCC2)cc1
  .	-6%	-4%	1%	18%	32%[activator]	-1.7	-7%	i
> O=Cc1ccc(OCc2nnc(-c3ccccc3Br)o2)cc1
  -11	-14%	26%	33%[activator]	11%	0%	0.4	-10%	-13%
> O=C(CSc1nnc(-c2ccco2)n1CC1CCCO1)N1CCCCC1 (stereo not drawn)
  .	4%	-4%	0%	7%	1%	6.3	-3%	i
> O=C(COC(=O)c1ccccc1)NC(=O)NC1CCCC1
  0	-10%	20%	3%	6%	5%	0.0	-1%	-6%

Exported in markdown: six of the compounds above
| mol | PI5P4Ka inh | EPAC1 antag | GLP1R ag | GLP1R inv ag | EPAC1 ag | GLP1R cytotox | IL-2 act | PLK1 PBD inh | PTHR1 agonist |
| --- | --- | --- | --- | --- | --- | --- | --- | --- | --- |
| CCN(CC)CCCSc1nc2ccccc2s1 | ? | -5% | 0% | ? | 3% | 1% | 0.2 | ? | i |
| O=C(c1ccco1)N1CCN(C(=S)Nc2cccc([N+](=O)[O-])c2)CC1 | 3 | -1% | 0% | -14% | 0% | -19% | 0.1 | -10% | -7% |
| Cc1ccc(CS(=O)(=O)CCC(=O)NCCN2CCCC2)cc1 | . | -6% | -4% | 1% | 18% | 32%[activator] | -1.7 | -7% | i |
| O=Cc1ccc(OCc2nnc(-c3ccccc3Br)o2)cc1 | -11 | -14% | 26% | 33%[activator] | 11% | 0% | 0.4 | -10% | -13% |
| O=C(CSc1nnc(-c2ccco2)n1CC1CCCO1)N1CCCCC1 (stereo not drawn) | . | 4% | -4% | 0% | 7% | 1% | 6.3 | -3% | i |
| O=C(COC(=O)c1ccccc1)NC(=O)NC1CCCC1 | 0 | -10% | 20% | 3% | 6% | 5% | 0.0 | -1% | -6% |

This is a subset, so the mix of outcomes need not match the whole.
